PolyA inhibitor: yeast polyadenylation inhibition. S. cerevisiae SKY197-pL101 polyadenylation reporter, beta-gal luminescence; efflux-impaired pdr1/pdr3 knockout yeast; score 100 = 6 SD above DMSO. calls only at 12 µM. hit rate 0.02% among 300,000. AID 1875;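 active = lowest replicate activity score at least 50, where 100 means six control SD above control mean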;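 also: yeast exposed to compound for 9 h at 30 °C; higher score means more reporter readthrough which indicates perturbed polyadenylation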
HSP90 refold inh: HSP90 refolding inhibition in rabbit reticulocyte lysate | inhibition, % at 5.6 µM | luciferase refolding luminescence, 3 h | hit rate 0.91% among 290,000 | AID 1789;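 active = inhibition above the screen-wide mean plus 3 SD, computed separately per campaign, cut at about 16% in these data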;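 also: 0% = DMSO wells and 100% = 60 µM geldanamycin wells; inhibitors lower the luminescence because luciferase stays unfolded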
KLF5 inhibitor: suppresses KLF5 promoter-driven expression; DLD-1 KLF5 promoter-luciferase reporter, luminescence; inhibition, % at 5 µM; hit rate 0.23% among 290,000; AID 1700;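 active = inhibition above a per-plate limit of that plate's mean compound inhibition plus 3 SD, cut at about 60% in these data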;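 also: 0% = DMSO wells and 100% = LY294002 at 200 µM; higher means less KLF5 promoter-driven luciferase light; inactives centre near -14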
HSF-1 act: increases HSF-1 driven luciferase reporter signal | activation, % at 9 µM | NIH3T3-HGL HSF-1 luciferase reporter, MG132, 8 h; 100% = twice DMSO control signal | hit rate 1.7% among 300,000;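 active = mean replicate activation of at least 50% with a set share of replicates each reaching 50%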;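 also: 0% = median of the neutral control wells and 100% = twice that signal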
HSF1 inhib: HSF1 inhibition | activity change, negative = inhibition, % at 7.5 µM (by protocol) | hit rate 0.77% among 300,000 | AID 2098 | NIH3T3-HGL HSE-luciferase, MG132-induced, luminescence 8 h; active compounds read low;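 active = more than half of replicate wells show activity change below -50%, luminescence cut by over half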;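 also: luciferase reports HSF-1 transcriptional activity via heat shock element; 0% = median of DMSO wells and -100% = zero luminescence signal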
aSyn 5UTR inh: MLPCN primary screen, SNCA 5' untranslated region. alpha-synuclein 5'UTR reporter, inhibitor activity. inhibition, % (tested at 7.5 µM). hit rate 0.82% among 300,000; in the data active = inhibition above about 60%;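 also: H4 neuroglioblastoma cells stably carrying SNCA 5'UTR luciferase fusion; 0% = DMSO wells and 100% = positive control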
IEC-6 tox: IEC-6 cytotoxicity, counter-screen for KLF5 inhibitors; luminescence viability; inhibition, % at 5 µM; hit rate 0.78% among 290,000; AID 1825; in the data active = inhibition above about 22%;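 also: 0% = plate median of test compound wells and 100% = cytotoxic reference compound wells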
GSK3 alpha inh: inhibitors of human GSK-3 alpha kinase. P49840. ADP-Glo luminescence, 60 min. inhibition, % at 10 µM. hit rate 0.1% among 320,000. AID 2650;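 in the data active = inhibition above about 50%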;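 also: GST-tagged GSK-3 alpha with peptide substrate and 25 µM ATP; 0% = DMSO neutral wells and 100% = GW8510 positive control wells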
Target sequence (P49840 whole entry, looked up): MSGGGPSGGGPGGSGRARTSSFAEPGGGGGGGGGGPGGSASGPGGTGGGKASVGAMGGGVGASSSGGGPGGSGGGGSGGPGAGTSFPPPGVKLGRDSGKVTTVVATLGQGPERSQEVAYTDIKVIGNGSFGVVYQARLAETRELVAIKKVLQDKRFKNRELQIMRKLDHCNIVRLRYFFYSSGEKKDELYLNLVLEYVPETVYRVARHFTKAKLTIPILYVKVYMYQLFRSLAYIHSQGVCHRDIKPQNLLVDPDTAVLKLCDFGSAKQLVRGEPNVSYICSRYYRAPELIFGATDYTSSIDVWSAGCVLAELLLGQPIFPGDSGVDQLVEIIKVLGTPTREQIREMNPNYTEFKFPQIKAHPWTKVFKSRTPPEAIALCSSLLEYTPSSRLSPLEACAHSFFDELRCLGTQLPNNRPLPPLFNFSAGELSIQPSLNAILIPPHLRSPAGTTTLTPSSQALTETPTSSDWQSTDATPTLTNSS
GSK3beta inhib: blocks human GSK3beta kinase activity | activity score (negative = inhibition), % at 10 µM | GST-GSK3beta kinase, ADP-Glo luminescence, 60 min; active compounds read low | AID 2097 | hit rate 0.038% among 300,000 | P49841;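 active = more than half of replicate wells score below -50%, meaning over 50% inhibition versus plate controls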;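 also: 0% = median DMSO wells and -100% = median GW8510 positive control wells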
Target sequence (P49841 whole entry, looked up): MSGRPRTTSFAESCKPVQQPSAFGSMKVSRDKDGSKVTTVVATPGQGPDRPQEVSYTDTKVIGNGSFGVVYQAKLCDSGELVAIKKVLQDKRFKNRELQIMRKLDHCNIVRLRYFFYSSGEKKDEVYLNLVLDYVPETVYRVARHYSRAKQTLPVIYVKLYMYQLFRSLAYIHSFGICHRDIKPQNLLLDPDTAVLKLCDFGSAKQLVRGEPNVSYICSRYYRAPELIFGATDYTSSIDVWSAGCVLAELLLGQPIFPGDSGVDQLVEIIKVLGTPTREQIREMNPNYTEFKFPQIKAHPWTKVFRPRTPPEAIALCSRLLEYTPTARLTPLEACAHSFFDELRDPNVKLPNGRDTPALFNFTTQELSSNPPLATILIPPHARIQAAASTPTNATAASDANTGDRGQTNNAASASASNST
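Test system – GST-tagged human GSK3beta kinase, cell-free · Incubation – 60 min enzyme reaction, room temperature · Signal – ADP-Glo luminescence · Also added – peptide substrate and ATP at 25 µM · Controls – DMSO neutral wells and GW8510 at 20 µM as positive · Buffer or medium – Tris/MgCl2 kinase buffer · Measure – Luminescence-derived activity versus plate DMSO and GW8510 wells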
AI-2 QS modul: modulates the Vibrio harveyi AI-2 quorum sensing system; Vibrio harveyi JMH597 AI-2 luminescence/OD600 ratio, 9 h; active compounds read low; strain lacks LuxN and CqsS sensors; 0 = neutral-control median; hit rate 0.4% among 300,000; activity change, % at 7.5 µM; in the data active = activity change below about -75%, passing the limit was not always enough;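 also: luminescence divided by OD600 gain over 9 h not by final OD600 alone; inactives centre near 13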
* hit, by the source's call; i = inactive; · = no result given.

SMILES | PolyA inhibitor | HSP90 refold inh | KLF5 inhibitor | HSF-1 act | HSF1 inhib | aSyn 5UTR inh | IEC-6 tox | GSK3 alpha inh | GSK3beta inhib | AI-2 QS modul
COc1ccc(/C=N/Nc2ncccc2[N+](=O)[O-])c(OC)c1 | i | 51.1* | -70.2 | -25.1 | -16.8 | -121.8 | 4.6 | 2.8 | -4.4 | 21.1
CC1Nc2ccccc2C(=O)N1NS(=O)(=O)c1ccccc1 (stereo unspecified) | i | 2.5 | 0.8 | 49.3 | 10.4 | 1.9 | 4.6 | 0.9 | -2.4 | 32.2
CCOC(=O)c1nn(-c2ccccc2)c(=O)c(C#N)c1C | i | 4.3 | -17.1 | 2.2 | -0.4 | -1.0 | -4.8 | 3.3 | -0.7 | 24.3
CC(=O)Nc1ccc(-c2nn[nH]n2)cc1Cl | i | -1.6 | -18.2 | -7.4 | 0.8 | -6.4 | -3.0 | 14.7 | -7.2 | 15.1
N/C(=N\NC(=O)c1cccs1)c1cc2cc(Cl)ccc2oc1=O | i | -4.0 | -26.4 | -1.0 | 6.2 | 11.5 | 1.6 | 0.9 | 0.8 | 9.9
CCOC(=O)c1ccc(-n2cc(C(=O)c3cccnc3)nn2)cc1 | i | -5.6 | -9.8 | 14.1 | 3.6 | -25.7 | -5.3 | 0.3 | 0.2 | 21.2
CC1=C(C(=O)Nc2ccccc2)C2(CCCCC2)C(C#N)=C(S)N1 | i | 1.6 | -26.9 | 9.2 | 4.9 | -15.7 | 0.3 | 1.9 | -2.4 | 15.3
CNc1nc(N)c([N+](=O)[O-])c(Nc2cccc(F)c2)n1 | i | 6.3 | -9.2 | -19.9 | -4.9 | 14.4 | -5.6 | 46.2 | -3.8 | 20.9
COC(=O)C1=C(C)NC(=S)NC1c1sccc1C (stereo unspecified) | i | 0.9 | -3.2 | -1.5 | -4.2 | -0.3 | 0.2 | -7.6 | 1.2 | 3.2
O=C(N/N=C/C=C/c1ccccc1)c1ccc(Br)cc1 | i | 1.4 | -22.2 | -7.7 | 4.5 | -8.0 | 3.0 | -1.0 | 4.9 | 16.4
CCOC(=O)N1CCN(S(=O)(=O)c2ccc3c(c2)CC(C)N3C(C)=O)CC1 (stereo unspecified) | i | 4.0 | -11.6 | 26.6 | 12.9 | -0.1 | -4.4 | -1.3 | 1.5 | 6.2
COc1ccc(N(Cc2ccccc2)S(=O)(=O)c2ccc(C)cc2)cc1 | i | 1.6 | -19.0 | -1.5 | 11.3 | -9.2 | -1.4 | -2.9 | -1.4 | 30.7
COc1ccc(NC(=O)CSc2nnc(Cc3ccc(C)cc3)c(=O)n2N)cc1OC | i | · | · | 10.7 | -0.3 | -3.7 | · | -0.5 | 0.0 | 8.2
COc1ccc(CCNC(=O)CN2CCC(C)CC2)cc1OC | i | 1.3 | -18.7 | -34.8 | -19.9 | 8.5 | -0.7 | -2.4 | -2.6 | 9.4
CC(C)c1ccccc1NC(=S)NCC1(N(C)C)CCCCC1 | i | -2.4 | -15.1 | -2.2 | -4.8 | -6.4 | 2.9 | -0.7 | -1.4 | 21.8
Nc1nc(CSCc2ccccc2)nc(N2CCOCC2)n1 | i | -3.2 | -43.0 | 8.1 | 1.2 | -67.2 | 5.1 | -0.2 | -0.1 | -1.2
COc1ccc2nc(SCC(=O)N3CCCCC3)c(C#N)cc2c1 | i | -3.6 | -20.6 | 24.9 | 13.5 | -107.1 | -1.9 | 0.3 | 7.8 | 42.3
C/C(=N/NC(=O)c1cc2ccccc2cc1O)C1C(=O)c2ccccc2C1=O | i | -1.9 | -51.2 | 8.4 | -9.0 | -93.9 | -2.2 | -2.7 | 1.0 | 6.9
Cc1ccc(S(=O)(=O)Nc2nc3ccccc3nc2N2CCN(c3ccccc3F)CC2)cc1 | i | -2.6 | -14.5 | 17.6 | 7.0 | 19.8 | 0.6 | -1.4 | 1.1 | -4.6
O=C(CN1CCCCCC1)Nc1ccc(Cl)cc1F | i | -1.0 | -4.7 | 11.1 | -6.2 | 9.1 | 8.4 | 0.2 | -0.2 | 21.2
O=C(NC(=S)Nc1ccc2oc(=O)ccc2c1)c1cc2ccccc2o1 | i | 2.9 | -22.3 | -85.5 | -84.0* | -6.6 | -2.8 | -3.5 | 0.4 | 8.9
CC(NC(=O)Nc1ccccc1)C(c1cccs1)N1CCN(c2ccccc2)CC1 (stereo unspecified) | · | -3.1 | -19.6 | · | · | · | -2.9 | 1.1 | · | ·
O=S(=O)(c1ccccc1)c1nc(-c2ccco2)oc1N1CCCCC1 | i | 0.6 | -17.9 | -10.9 | -4.9 | 6.9 | -1.1 | -1.8 | -0.5 | 3.9
CC1C(c2ccccc2)N(C)C(c2ccccc2)CC1(O)c1ccc(F)cc1 (stereo unspecified) | i | -3.6 | -2.7 | -2.3 | -4.8 | 5.9 | -4.6 | 0.3 | -1.3 | 0.3
CCOC(=O)CN1C(=O)CSc2ccccc21 | i | 0.0 | -16.8 | -6.4 | 3.9 | 8.2 | 4.0 | -1.1 | -0.5 | 13.5
CC(CCc1ccccc1)NC(=O)COC(=O)c1ccc([N+](=O)[O-])cc1 (stereo unspecified) | i | -5.5 | -45.8 | -6.8 | -1.3 | 3.3 | -8.4 | -0.1 | 3.9 | 3.7
CC(=O)Nc1ccc(C(=O)N/N=C/c2cccnc2)cc1 | i | 1.5 | -2.5 | 6.5 | -4.8 | -8.1 | 5.2 | -2.3 | 0.2 | 24.9
Cc1cc(NC(=O)c2ccc3c(c2)C(=O)N(CCC(C)C)C3=O)no1 | i | -0.5 | -16.5 | -14.6 | -0.1 | -4.8 | 0.3 | -2.0 | -0.4 | -0.7
Cc1ccnc(NC(=O)c2ccc(Br)s2)c1 | i | 4.6 | -109.0 | 17.6 | 19.8 | -114.7 | 4.4 | 2.1 | 0.3 | 3.0
O=C(Nc1ccc2nc3n(c(=O)c2c1)CCCC3)c1ccccc1F | i | -1.8 | -54.5 | 10.0 | 1.5 | -67.2 | 2.6 | 0.1 | -1.7 | 18.4
CC1CCCN(CC(O)COC(c2ccccc2)c2ccccc2)C1 (stereo unspecified) | i | 3.9 | -4.3 | -0.9 | 0.8 | -0.1 | 9.0 | -0.9 | -2.3 | -1.4
Cc1ccnc(NS(=O)(=O)c2ccc(NC(=O)CC(C)c3ccccc3)cc2)n1 (stereo unspecified) | i | -2.8 | -4.6 | -1.7 | -4.0 | 10.4 | -3.4 | -6.4 | · | ·
O=C(NC1CCCCCC1)C1CCCN(S(=O)(=O)c2cnc[nH]2)C1 (stereo unspecified) | i | -1.6 | -22.3 | 12.4 | 1.0 | 8.0 | -0.5 | -0.7 | -2.5 | 29.1
Cc1ccc(-c2n[nH]c(=O)c3ccccc23)cc1S(=O)(=O)Nc1ccccc1 | i | 2.1 | 4.0 | 4.8 | 10.7 | 19.2 | 3.7 | 6.2 | 2.2 | 23.1
CC1=C/C(=N\OS(=O)(=O)c2ccccc2)C(C)=CC1=O | · | 1.4 | -52.9 | · | · | · | -7.1 | -0.4 | · | ·
CCCCN1C(=O)C2NN=C(C(=O)OC)C2C1=O (stereo unspecified) | i | 2.9 | -7.8 | 2.7 | -2.4 | -4.9 | -1.9 | -0.1 | 3.2 | 17.6
CCOc1ccc(C(=O)Nc2c(C(N)=O)oc3ccccc23)cc1 | i | 0.3 | -24.9 | -4.2 | 5.4 | -115.5 | 14.8 | -0.8 | 0.4 | 27.9
CCOC(=O)N(NC(=O)C(O)(c1ccccc1)c1ccccc1)c1ccccc1 | i | 1.7 | -12.2 | 19.1 | 11.3 | -17.2 | -0.9 | -3.8 | -18.2 | 8.0
COc1ccccc1-c1nc(C(F)(F)F)c(OC)o1 | i | -1.0 | -21.9 | 2.8 | -0.1 | 10.8 | -0.2 | -0.4 | -1.5 | 4.3
O=C(NCC1CCCO1)c1ccccc1OCc1ccc(F)cc1 (stereo unspecified) | i | · | · | 2.0 | -0.8 | -13.9 | · | 3.2 | 4.2 | 12.2
O=S(=O)(c1ccccc1)c1nc(-c2ccco2)oc1NCCN1CCOCC1 | i | 2.1 | -21.6 | 19.0 | -0.4 | -1.8 | -3.7 | -1.3 | 1.7 | 12.6
CCCCC(=O)Nc1ccc(C(=O)NNC(=O)c2cccs2)cc1 | i | -0.8 | -1.4 | -4.9 | -17.6 | 8.7 | -1.1 | -13.4 | -0.3 | 21.6
CCN(CC)c1ccc(C(=O)OCC(=O)NCC2CCCO2)cc1 (stereo unspecified) | i | -0.3 | -46.5 | 4.3 | -3.1 | 12.3 | -2.1 | 11.3 | 2.1 | 29.5
CCO[C@@H]1OC(C(N)=O)=C[C@H](c2coc3ccccc3c2=O)[C@H]1CCCO | i | · | · | -16.2 | 4.3 | 2.0 | · | 1.1 | 2.6 | 12.8
CC(=O)Nc1ccc(NC(=O)C2CC(=O)N(Cc3ccccc3)C2)cc1 (stereo unspecified) | i | 1.0 | 4.4 | 1.6 | 1.7 | 11.8 | 3.6 | -2.8 | 2.4 | 15.1
COc1cc(OC)cc(C(=O)NC(=S)NNC(=O)c2cnccn2)c1 | i | 2.8 | -11.5 | 1.2 | -5.8 | 73.2* | -7.3 | -7.5 | -0.8 | -30.2
Cn1c(=O)c2nc(Cl)c(-c3ccccc3)nc2n(C)c1=O | i | -3.2 | -3.4 | -13.2 | -7.8 | 5.0 | -3.6 | 8.5 | -1.4 | -14.0
O=C(NCc1ccc2c(c1)OCO2)c1cccc(S(=O)(=O)N2CCCC2)c1 | i | -4.5 | -35.3 | 12.9 | 0.4 | 1.0 | -5.5 | -0.2 | -0.5 | 9.6
COc1ccc(C(=O)Nn2c(SCC(=O)c3ccccc3)nc3ccccc3c2=O)cc1 | i | 48.1* | -135.9 | -60.4 | -59.5* | 29.8 | -5.4 | 0.0 | -1.7 | 38.0
COc1ccc(OC)c(-c2csc(NC(=O)c3ccc(OCC4CCCO4)cc3)n2)c1 (stereo unspecified) | i | -0.1 | -5.2 | 42.0 | 3.0 | -6.2 | -4.5 | -0.8 | 0.3 | -9.2

(cont.)
SMILES | PolyA inhibitor | HSP90 refold inh | KLF5 inhibitor | HSF-1 act | HSF1 inhib | aSyn 5UTR inh | IEC-6 tox | GSK3 alpha inh | GSK3beta inhib | AI-2 QS modul
CCc1c(C)c2ccc(OCC(=O)OC)cc2oc1=O | i | 3.2 | 16.1 | 21.1 | 3.3 | 15.4 | 4.8 | 0.4 | 1.1 | 29.5
COCCNC(=O)Cn1ncc2ccsc2c1=O | i | -1.9 | -30.1 | -2.6 | 14.5 | 0.5 | -3.0 | -0.6 | 0.2 | -0.8
Cc1ccc(C(=O)Oc2ccc(/C=N/NC(N)=O)cc2)cc1 | i | 1.4 | -4.3 | 39.3 | 26.8 | -123.7 | -2.8 | -0.9 | -2.5 | 28.6
Cc1nn2c(-c3ccccn3)ccnc2c1Br | i | -0.5 | -4.0 | -1.7 | -2.1 | 5.5 | 0.6 | -0.8 | 1.3 | 3.2

From PubChem BioAssay

Some of the compounds tested, so the mix of outcomes need not match the whole.
